# KKLEB cytotox = reduces viability of KKLEB cystic fibrosis airway cells | activity change (cytotoxicity), % at 5 µM | KKLEB CF airway cells viability, ATPlite luminescence, overnight; hits give low values; cells stimulated with P. aeruginosa culture filtrate | 0.36% of 360,000 active | AID 602141;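 active = corrected activity change at or below -50% at 5 µM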
# HIF-2a block = blocks HIF-2a reporter activity; 786-0 RCC cells HIF-2a reporter, luciferase luminescence, overnight; inhibition, % at 18.8 µM; 0.72% of 360,000 active; AID 624352;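 active = inhibition of the luminescence signal of 40% or more relative to plate controls, in a single-dose primary screen at 18.75 µM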
# MITF TRPM1 inh = MITF TRPM1 promoter inhibition in SK-MEL-5 cells; 0.83% of 330,000 active; inhibition, % at 12.5 µM; SK-MEL-5 TRPM1 promoter luciferase, 24 h;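 active = mean inhibition across replicates of 60% or more, whatever share of single replicates reaches that level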; also: values of inactives mirror those of a sister screen read the other way
# NR2E3 ag-1 = agonists of human NR2E3 nuclear receptor | AID 602229 | Q9Y5X4 | 0.35% of 360,000 active | inhibition of corepressor binding, % at 3.98 µM | CHO-S Gal4-NCOR/VP16-NR2E3 two-hybrid, luciferase;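 active = inhibition above the mean of all tested compounds plus 3 SD, cut at about 70% in these data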;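 also: 0% = DMSO with NR2E3 transfected cells and 100% = cells lacking NR2E3 construct; higher means lower luciferase signal from less NR2E3 corepressor binding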
# Target sequence (Q9Y5X4 whole entry, looked up, the tested form may be a part): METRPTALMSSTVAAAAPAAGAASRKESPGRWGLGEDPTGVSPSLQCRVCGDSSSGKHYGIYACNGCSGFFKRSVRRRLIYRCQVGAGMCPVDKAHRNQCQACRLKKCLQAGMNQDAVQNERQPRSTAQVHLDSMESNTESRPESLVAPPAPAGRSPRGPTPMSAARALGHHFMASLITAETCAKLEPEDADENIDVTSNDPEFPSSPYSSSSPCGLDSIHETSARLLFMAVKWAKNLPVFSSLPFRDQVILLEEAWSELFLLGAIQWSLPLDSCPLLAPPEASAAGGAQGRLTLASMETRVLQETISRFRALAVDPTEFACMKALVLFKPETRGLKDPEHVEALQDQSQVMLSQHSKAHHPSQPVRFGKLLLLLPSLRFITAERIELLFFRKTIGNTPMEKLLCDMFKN
# Shn3 inh set2 = inhibitors of Schnurri-3 3'UTR reporter in osteoblasts; Clone20 osteoblast Shn3 3'UTR firefly luciferase, 24 h; inhibition, % at 12.5 µM; 0.52% of 360,000 active;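 active = mean inhibition of at least 75% with every replicate also reaching 75%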;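 also: 0% = median of neutral control wells and 100% = pilot-screen positive control compound; some compounds past the cut are filed as inactive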
# C8 TRAIL sens = caspase-8 TRAIL sensitization. NB7+C8 cells + TRAIL, ATPlite viability luminescence. inhibition (viability loss, TRAIL sensitization), % at 10 µM. 1% of 360,000 active. AID 624354;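 active = compounds causing at least 50% loss of cell viability in the single-dose screen, relative to plate controls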
# Peg3 promoter = inhibitors of Peg3 promoter | HeLa PEG-Prom luciferase reporter, luminescence, overnight | inhibition, % at 20 µM | 1.7% of 360,000 active | AID 588405;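 active = inhibition of at least 50% at 20 µM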
# NR2E3 ag-2 = agonists of human nuclear receptor NR2E3; Q9Y5X4; AID 2300; 0.12% of 320,000 active; GST-NR2E3/biotin-RetCOR TR-FRET, 1536-well; inhibition of corepressor binding, % at 4.78 µM;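 active = percent inhibition above the cutoff of mean plus 3 SD of all tested compounds, set per screening campaign, cut at about 20% in these data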;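 also: 0% = DMSO wells and 100% = biotin wells as full block of FRET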
#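 System: GST-tagged NR2E3 plus biotinylated RetCOR corepressor; Buffer or medium: pH 7.5 Tris-based buffer; Probe or stimulus: RetCOR corepressor, biotinylated, 7 nM; Doses: compound at 4.8 µM, single dose; Schedule: 5 h incubation at 4 °C; Technique: time-resolved FRET; Evaluation: percent inhibition of TR-FRET ratio; Replication: one well per compound, singlicate testing.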
# EBV LMP1 NFkB = inhibitors of Epstein-Barr LMP1-induced NF-kappaB reporter; LMP1-induced NF-kappaB luciferase reporter cells, luminescence; inhibition, % at 12.5 µM; 0.69% of 350,000 active; AID 504558; in the data active = inhibition above about 41%;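 also: 0% = neutral control wells and 100% = reference inhibitor control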
# CF NFkB inh = blocks PAF-induced NF-kB reporter in cystic fibrosis cells. KKLEB NF-kB-GFP reporter, GFP fluorescence overnight. inhibition, % at 5 µM. 0.86% of 360,000 active;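 active = at least 50% inhibition at 5 µM, scaled per plate between neutral and stimulator controls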;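 also: PAF is a Pseudomonas aeruginosa culture filtrate used as stimulus; plate controls were PAF-stimulated DMSO wells for no effect and unstimulated DMSO wells for full effect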
# hiPSC survival = enhancers of human iPSC single-cell survival | hiPSC single-cell survival, ATPlite luminescence; 100% = ROCK inhibitor wells, 0% = DMSO | survival enhancement, % at 20 µM | 0.044% of 360,000 active; in the data active = survival enhancement above about 18%;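 also: cells exposed to compounds for 16 hours before the ATP read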
# Active calls of the source: *; i = inactive; nt = not tested or not shown; & = joins results of further samples. An excerpt; count on the stated rates, not on these rows.
Molecule,KKLEB cytotox,HIF-2a block,MITF TRPM1 inh,NR2E3 ag-1,Shn3 inh set2,C8 TRAIL sens,Peg3 promoter,NR2E3 ag-2,EBV LMP1 NFkB,CF NFkB inh,hiPSC survival
CC1(C)CC(=O)C(C=NCCN2CCN(C(=O)CCl)CC2)=C(O)C1,4,6,-3,5,nt,13,5,-5,-21,18,-0.6
CC(C)OC(=O)c1ccc(Cn2nnc3ccccc3c2=O)cc1,2,-74,-26,-37,6,-5,-77,-3,-11,8,-1.4
COc1ccc(Oc2ccc(/C=C/C(=O)c3cccc(OC)c3)cc2[N+](=O)[O-])cc1,1,34,1,15,-5,-15,114*,4,-2,-28,-3.6
COc1ccc(-c2nc3ccc(C)cc3c(=O)o2)cc1OC,18,4,0,-2,-1,-2,9,5,-1,-3,0.0
CC(C)NC(=O)c1ccc(N2CCOCC2)nc1,-2,1,-11,-36,-18,-21,-1,1,-5,1,-2.3
Cc1nn(C(=O)c2cccs2)c(N)c1-c1ccccc1,-10,-334,-96,-142,-74,3,i,1,-31,-6,0.0
COc1ccccc1S(=O)(=O)Cc1ccc(C(=O)NCCN2CCCC2)o1,-14,14,7,-13,-4,-7,1,0,5,-3,-1.3
COc1ccccc1-c1cc(C(=O)NCc2cccs2)no1,10,-175,-8,-68,-16,-7,-55,4,-3,-18,-2.0
CC1=CC(=C(C#N)C#N)C=C(C)N1CCC(C)C,-22,22,-1,-3,-5,11,15,2,3,-2,-0.3
CCOc1ccc(-c2nc(CSCC(=O)NC3CCN(Cc4ccccc4)CC3)c(C)o2)cc1,-12,0,nt,12,56,11,13,nt,-3,13,-3.7
COc1ccccc1CC(NC(C)=O)C(=O)NC1CCN(c2nnnn2-c2ccccc2)CC1 (stereo unspecified),-4,-17,8,-16,-6,3,-10,0,7,7,-1.8
CN(C)c1ccc(NC(=O)CN2CCC(NC(=O)C3CCCCC3)CC2)cc1,4,12,14,-19,17,-8,-3,-3,-12,-2,0.1
Cc1ccc(O)c(C2=NOC(O)(C(F)(F)C(F)F)C2)c1 (stereo unspecified),6,6,3,-26,11,-6,-4,2,-1,8,4.0
OCCOc1nnnn1-c1ccccc1,-5,5,-7,-4,6,-14,5,1,-4,7,-2.2
Cc1[nH]n(-c2ccccc2)c(=O)c1C(c1ccccc1[N+](=O)[O-])C(C#N)C#N (stereo unspecified),-4,13,8,18,9,-9,30,-1,-3,-16,0.6
Cc1ccc(C(=O)COC(=O)CCC(=O)Nc2ccccc2Cl)cc1[N+](=O)[O-],0,13,5,10,-1,-5,12,1,-6,-6,-1.6
COc1ccc(NC(=O)CN(C)C(=O)CNC(=O)c2ccc(C)s2)cc1,-9,-5,-1,-36,-16,8,-7,2,-6,13,-0.5
CCOc1ccc(N(CC(=O)NC2CCCCC2)S(=O)(=O)c2ccc(C)cc2)cc1,-10,4,-3,-28,4,1,12,2,4,35,0.8
O=C(O)c1ccc(CS(=O)(=O)c2c(Cl)cccc2Cl)o1,3,22,-4,-12,-4,0,4,0,-10,0,0.0
CC(=O)Nc1c(C)ccc([N+](=O)[O-])c1C,-1,14,1,-30,1,-14,7,nt,-4,6,0.6
CCN(CC)CCOC(=O)c1ccc(NC(=O)CCCN2C(=O)/C(=C/c3cccs3)SC2=S)cc1,-25,21,-16,6,-10,23,9,nt,-15,34,-0.5
COc1ccc(C(C)(C)C)cc1NC(=O)c1cccc(S(=O)(=O)N2CCN(C(C)=O)CC2)c1,-3,17,5,-12,-5,5,-2,3,-8,8,0.0
O=C1NC(c2cc(Cl)cc([N+](=O)[O-])c2O)Nc2ccccc21 (stereo unspecified),0,-5,-10,25,-11,4,-3,2,-1,11,-0.6
O=C(Nc1nnc(SCc2ccccc2Cl)s1)C1COc2ccccc2O1 (stereo unspecified),9,-28,-14,-9,-1,-1,11,3,6,4,-0.8
COC(=O)c1cn(C(=O)c2cccc(Br)c2)c2ccccc12,15,-8,-2,-9,-22,0,-19,0,-15,-11,-0.5
CCCc1nc2c(ccc3ccccc32)cc1CC,4,2,10,-16,12,4,1,3,-6,-17,0.2
O=C(COc1ccccc1Cl)Nc1nc(-c2cccs2)cs1,5,-71,-6,-34,0,4,-65,-3,5,-16,-2.6
O=C(CSc1ccc(-c2ccccc2)nn1)N1CCCCC1,-4,-176,-11,-23,-3,-2,-107,1,-9,-3,0.0
CC(OC(=O)/C=C/c1ccccc1)C(=O)Nc1ccc(C(N)=O)cc1 (stereo unspecified),22,16,1,-22,15,6,-10,1,2,2,-0.2
COc1ccc(OC)c(NC(=O)c2ccc(-c3csc(C)n3)cc2)c1,0,-257,-54,-50,-18,12,-144,0,-14,-28,-0.7

Molecule,KKLEB cytotox,HIF-2a block,MITF TRPM1 inh,NR2E3 ag-1,Shn3 inh set2,C8 TRAIL sens,Peg3 promoter,NR2E3 ag-2,EBV LMP1 NFkB,CF NFkB inh,hiPSC survival
COCCNC(=O)c1c[nH]c2ccc(OC)cc2c1=O,5,17,3,-21,-9,2,-4,-1,-4,8,-1.8
O=Cc1c[nH]c2ccc(OCc3ccccc3)cc12,1,-34,-15,2,-14,2,-52,2,-1,-12,-0.5
CC(CCN1CCN(CCO)CC1)c1ccccc1 (stereo unspecified),-11,15,5,-3,2,8,4,3,-3,-1,-0.3
CCOC(=O)c1cnc(SCC(=O)Nc2sc(C)c(C)c2C#N)nc1N,-50*,10,-1,-15,15,-41,45,3,-11,47,0.6
COc1ccccc1NS(=O)(=O)c1cccc(NC(=O)C2CC2)c1,10,8,-9,-14,6,5,6,-1,5,-15,-0.5
NC(=O)COC(=O)c1ccc2c(c1)S(=O)(=O)N=C1CCCCCN12,-2,-24,-4,3,-28,-5,-16,0,0,15,0.5
C[C@]12c3[nH]c4ccccc4c3CCN1C(=O)C(CC(=O)NCCCn1ccnc1)C[C@@H]2C(=O)N1CCOCC1 (stereo partly specified),-5,4,-2,-23,-10,-30,-4,nt,4,-3,0.5
O=C(O)C1CCN(S(=O)(=O)Cc2ccccc2)CC1,8,12,-17,17,-3,-8,19,-2,nt,-11,-0.6
CC(OC(=O)c1nn(C)c(=O)c2ccccc12)C(=O)Nc1ccc(S(N)(=O)=O)cc1 (stereo unspecified),-8,3,2,-18,-10,-1,8,2,-6,4,-0.4
CN1CCN(c2ccc([N+](=O)[O-])cc2C(=O)Nc2ccccc2)CC1,-8,2,-11,5,11,-2,-7,-9,-7,4,0.1
O=C(CNC(=O)c1ccccc1F)OCC(=O)c1c[nH]c2ccccc12,12,13,11,-20,9,-10,1,nt,-7,4,0.7
Cc1cc(C)c(C(=O)N2CCCC(CNC(=O)C3(c4ccc(Cl)cc4)CC3)C2)c(=O)[nH]1 (stereo unspecified),0,12,1,-10,0,-5,-2,2,3,-6,2.9
CCN(CC)CCN(CC(=O)Nc1c(C)cc(C)cc1C)C(=O)c1ccccc1,-7,18,3,12,4,-8,10,3,5,24,-0.2
CC(/C=C/c1ccccc1)=N\Nc1nc(-c2ccccc2)cs1,10,-34,5,-20,-2,-15,-14,0,1,-14,1.8
O=C(CCN1C(=O)/C(=C/c2ccc(Cl)cc2)SC1=S)Nc1ccc(C(=O)O)cc1,-6,9,-1,-24,5,-18,5,0,3,14,-0.5
COCCCN1C(=O)C(CC(=O)NCCc2ccccn2)CC(C(=O)N(C(C)C)C(C)C)=C1C (stereo unspecified),-1,12,nt,10,-3,16,0,nt,nt,-41,0.5
Cc1oc2cc3oc(=O)c(CCC(=O)N4C[C@H]5C[C@@H](C4)c4cccc(=O)n4C5)c(C)c3cc2c1C,3,-12,-9,-21,19,-13,3,3,13,5,2.6
COc1ccccc1CCN1CCCC(CN(C)C(=O)c2ccco2)C1 (stereo unspecified),3,-4,-8,-21,11,4,-1,-2,4,-5,-0.6
CC(C)CNC(=O)NC(=O)COC(=O)Cn1cnc2ccccc2c1=O,-1,12,-9,-5,8,0,8,2,8,15,-0.2
COC(=O)CN1C(=S)N(c2ccc(OC)cc2)C(=O)/C1=C/c1ccc(N2CCOCC2)cc1,1,11,-4,11,-2,-1,-2,2,-11,-25,-2.8
COc1ccc(CCNC(=O)C2CCN(S(=O)(=O)c3cccc4nsnc34)CC2)cc1OC,2,7,-12,-20,16,-6,-2,-2,1,-4,-1.8
NS(=O)(=O)c1ccc(CNC(=O)c2cccc(Oc3ccccc3)c2)cc1,4,6,1,21,9,-8,0,-2,2,-12,0.2
CSCCC(NC(=O)c1ccccc1Cl)C(=O)Nc1ccc(C)c(S(=O)(=O)N2CCOCC2)c1 (stereo unspecified),0,-10,-2,-1,3,-4,-6,4,-7,2,1.3
CCC1CC2CC(NC(C)=O)C1C2 (stereo unspecified),5,3,8,7,nt,-5,8,-2,0,-2,6.1
Cc1nn(Cc2ccc(F)cc2)c(C)c1NC(=O)CCCn1nc([N+](=O)[O-])cc1C,8,3,-5,-34,-2,-33,-1,-4,-11,8,0.0
CCC1(C)NC(=O)N(CC(=O)N2N=C(c3ccccc3)CC2c2ccc(OC)cc2)C1=O (stereo unspecified),-6,17,-2,7,-27,10,13,0,4,-8,-1.1
O=C(CSc1nc2ccccc2c(=O)n1-c1ccccc1F)NC1CC1,-1,-14,9,6,5,-10,0,nt,0,-16,-2.5
CC(N=C1NS(=O)(=O)c2ccccc21)c1ccccc1 (stereo unspecified),6,10,-5,-2,5,-6,12,4,-6,0,-1.4
Cc1cc(N)n(-c2ccc(S(N)(=O)=O)cc2[N+](=O)[O-])n1,0,8,-5,10,8,3,4,-1,-2,7,-0.2
CN1CCN(CCCN2c3ccccc3Sc3ccc(C(F)(F)F)cc32)CC1,-8&8&-3,-16&-8&-20,-12&-12&-5,-4&-4&-27,6&-10&-15,-12&28&14,33&48&18,-1,0&-7&-10,10&6&6,-2.6&-1.7&-3.1

Molecule,KKLEB cytotox,HIF-2a block,MITF TRPM1 inh,NR2E3 ag-1,Shn3 inh set2,C8 TRAIL sens,Peg3 promoter,NR2E3 ag-2,EBV LMP1 NFkB,CF NFkB inh,hiPSC survival
O=C1CCCC2=C1C(c1ccc(O)c(Br)c1)C1=C(CCCC1=O)N2c1ccccc1,1,28,6,-23,10,-12,20,4,4,2,0.0
CCOC(=O)c1ccc(-n2c(CN3CCOCC3)nc3ccc([N+](=O)[O-])cc3c2=O)cc1,-7,4,0,-29,2,3,7,-4,-6,-9,-0.5
CC1(C)C2CCC(C2)C1(C)NC(=O)CN1CCOCC1 (stereo unspecified),-22,28,5,-12,9,-5,2,-3,-4,3,0.0
Cc1[nH]n(-c2ccccc2)c(=O)c1CCOC(=O)c1ccc(C(F)(F)F)cc1,-8,-4,5,18,3,-3,14,4,-4,8,1.6

# Screening results: PubChem, several laboratories
